Assay outcomes as filed in PubChem BioAssay.
EBI2 block – EBI2 receptor antagonists, beta-arrestin recruitment, primary screen, cell-based, luminescence, 7a,25-OHC stimulation, uHTS; inhibition, % at 5 µM; 7a,25-OHC stimulated; 360,000 compounds, 0.81% hits; G-protein coupled receptor 183 (Homo sapiens), P32249; in the data active = inhibition above about 38%;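 also: enzyme fragment complementation signal reports receptor beta-arrestin coupling in cells; 0% = agonist plus DMSO wells and 100% = wells without agonist; some results beyond the cut were filed as inactive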
APJ antagonist – antagonists of human apelin receptor APJ, primary screen, CHO-K1 cells, beta-arrestin complementation, luminescence | P35414 | inhibition, % at 20 µM | 330,000 compounds, 0.32% hits;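 active = inhibition above about 40% at 20 µM, limit read from the data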;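 also: cells challenged with 10 nM apelin-13 agonist together with compound; plate controls were apelin-13 plus DMSO wells for no effect and DMSO wells lacking apelin-13 for full effect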
Target sequence (P35414 whole entry, looked up): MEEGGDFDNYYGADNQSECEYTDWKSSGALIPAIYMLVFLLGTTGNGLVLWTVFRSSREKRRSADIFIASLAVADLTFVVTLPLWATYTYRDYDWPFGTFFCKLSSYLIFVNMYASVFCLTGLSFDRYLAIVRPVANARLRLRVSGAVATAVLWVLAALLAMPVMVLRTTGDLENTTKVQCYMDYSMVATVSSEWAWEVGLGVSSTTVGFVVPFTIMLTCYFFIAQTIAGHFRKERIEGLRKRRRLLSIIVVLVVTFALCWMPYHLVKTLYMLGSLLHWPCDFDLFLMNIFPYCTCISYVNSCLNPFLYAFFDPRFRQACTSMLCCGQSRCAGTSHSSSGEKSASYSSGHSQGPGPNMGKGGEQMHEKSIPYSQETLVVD
Jurkat NFkB inh – inhibitors of induced NF-kB luciferase reporter, primary screen, TCR NF-kB activation inhibitor project, cell-based, luminescence, uHTS | Jurkat, PMA/ionomycin-induced NF-kB luciferase reporter | inhibition, % at 4 µM | 330,000 compounds, 0.53% hits | AID 435003, 2010; in the data active = inhibition above about 50%
697 NFkB inh – inhibitors of PMA/ionomycin-induced NF-kB reporter, 697 cells, primary screen, B-cell NF-kB inhibitor project, cell-based, luminescence, uHTS; 697 B-cell NF-kB luciferase reporter, 16 h; inhibition, % at 4 µM; 330,000 compounds, 0.33% hits; AID 435022, 2010; in the data active = inhibition above about 35%
CXCR6 block – CXCR6 receptor inhibitors, primary screen, cell-based, beta-arrestin, luminescence, CHO-K1 PathHunter, 1536-well; 360,000 compounds, 0.36% hits; AID 602244, 2012; C-X-C chemokine receptor type 6 (Homo sapiens), O00574; inhibition, % at 20 µM; in the data active = inhibition above about 34%, passing the limit was not always enough;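 also: antagonist mode with CXCL16 agonist at 10 nM final; 0% = 10 nM CXCL16 with DMSO and 100% = unstimulated wells without agonist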
UBC13 polyUb – UBC13 polyubiquitin chain formation inhibitors, primary screen, biochemical, TR-FRET, uHTS; Ubiquitin-conjugating enzyme E2 N (Homo sapiens), P61088; inhibition, % at 20 µM; 330,000 compounds, 0.47% hits; in the data active = inhibition above about 45%, passing the limit was not always enough
Gli-Sufu block – Gli-Sufu pathway antagonists, primary screen, luciferase luminescence, Sufu-KO-LIGHT cells, uHTS; Sufu-KO-LIGHT fibroblasts, Gli luciferase reporter luminescence; inhibition, % at 5 µM; 340,000 compounds, 0.74% hits; AID 588413, 2011;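 active = inhibition above about 55%, limit read from the data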;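 also: 0% = DMSO-treated cells and 100% = wells with medium but no cells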
CCR6 antagonist – CCR6 receptor antagonists, primary screen, cell-based, CHO-K1, luminescence, beta-arrestin, uHTS | CHO-K1 CCR6 PathHunter beta-arrestin, CCL20-stimulated | inhibition, % at 20 µM | 340,000 compounds, 0.49% hits | AID 493098, 2011;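 active = compounds whose inhibition of the agonist-driven luminescence signal at 20 µM reaches about 50%, limit read from the data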;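 also: cells stimulated with CCL20 at 14 nM final; plate controls were DMSO with CCL20 for no effect and DMSO without agonist for full effect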
Target sequence (P51684 whole entry, looked up): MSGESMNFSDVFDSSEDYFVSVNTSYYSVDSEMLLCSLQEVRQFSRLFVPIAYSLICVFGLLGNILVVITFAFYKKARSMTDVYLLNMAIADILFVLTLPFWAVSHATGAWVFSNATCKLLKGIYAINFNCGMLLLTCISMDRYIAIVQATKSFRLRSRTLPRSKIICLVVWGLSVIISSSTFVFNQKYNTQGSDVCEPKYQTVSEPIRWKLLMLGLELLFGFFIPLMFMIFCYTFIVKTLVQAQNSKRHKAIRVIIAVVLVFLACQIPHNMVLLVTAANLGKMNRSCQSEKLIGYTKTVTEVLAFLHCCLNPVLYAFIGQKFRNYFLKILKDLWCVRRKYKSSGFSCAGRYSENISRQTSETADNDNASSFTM
Numbers without * were called inactive.

SMILES | EBI2 block | APJ antagonist | Jurkat NFkB inh | 697 NFkB inh | CXCR6 block | UBC13 polyUb | Gli-Sufu block | CCR6 antagonist
O=C(Nc1nn[nH]n1)C12CC3CC(CC(C3)C1)C2 | -3 | 7 | 18 | 1 | -1 | 1 | 8 | 7
CC(C)[C@H](NC(=O)c1ccccc1F)C(=O)Nc1nc2c(s1)CCCC2 | 0 | -22 | -26 | -61 | 2 | 10 | -16 | 12
COc1cc(NC(=O)c2cc3c(CO)cnc(C)c3oc2=Nc2cccc(C(N)=O)c2)cc(OC)c1 | 3 | 12 | -7 | 19 | 5 | 11 | 4 | -4
COc1ccc(/C(C)=N/NC(=O)CNC(=O)C(c2ccccc2)c2ccccc2)c(OC)c1 | 9 | -3 | 9 | 10 | -4 | -1 | -8 | -2
Cc1ccc(NC(=O)COc2ccc(Br)cc2CO)cc1S(=O)(=O)N1CCOCC1 | 1 | -3 | -74 | 1 | -17 | -2 | 6 | -4
Cc1ccc(SCc2c(C(=O)N/N=C/c3cccnc3)nnn2-c2nonc2N)cc1 | -5 | 6 | 7 | -16 | -4 | 4 | -4 | 3
O=c1/c(=C\c2ccc(F)cc2)sc2n1CCCN=2 | -6 | 11 | -112 | -104 | -2 | -11 | -48 | 5
C=CCN1CCN(C(=O)c2ccc3c(c2)OCO3)CC1 | -1 | 9 | 8 | -6 | 3 | 13 | 2 | -10
CCOC(=O)C1CCC(CN(Cc2ccccc2C)S(=O)(=O)c2ccc([N+](=O)[O-])cc2)CC1 (centres undefined) | 19 | -42 | 18 | -22 | 3 | -4 | 2 | 13
CN(C)C(=O)N=NC(=O)N(C)C | -3 | -6 | -10 | 8 | -7 | -5 | 0 | 6
Cc1cccc2c1N(CC(=O)OC(C)C)C(=O)C2=O | 4 | -45 | 6 | 17 | 4 | -17 | 1 | 12
O=C(CCN1C(=O)c2ccccc2S1(=O)=O)Nc1ccc(C(=O)O)cc1 | -9 | 8 | -2 | 10 | 2 | 2 | 1 | 2
CCc1ccc(NC(=O)CCS(=O)(=O)c2cccc3nsnc23)cc1 | 2 | 3 | -11 | -8 | 0 | 4 | -5 | 21
O=C(CCc1nnc(-c2ccccc2)o1)NCc1c(F)cccc1F | -14 | -4 | -1 | 6 | 2 | -4 | -25 | -2
C[C@H](CO)N1C[C@H](C)[C@@H](CN(C)C(=O)NC2CCCCC2)Oc2c(NC(=O)c3ccncc3)cccc2C1=O | -19 | 1 | 9 | 11 | -1 | 5 | -3 | 5
Cc1ccccc1CN1CCC(n2nccc2NC(=O)CCOc2ccccc2)CC1 | 6 | 6 | 4 | -13 | -1 | -4 | 19 | 9
O=C(Cc1cccs1)Nc1nnc(-c2ccccc2)s1 | -2 | 10 | -31 | -14 | -7 | 8 | -53 | 0
CCn1c(=O)cc(SCC(=O)N2CCOCC2)c2ccccc21 | -4 | -16 | 3 | 42* | 8 | 31 | 24 | -5
Cn1c(O)c(/C=C2\C=NN=C2c2ccccc2)sc1=S | -12 | 17 | 11 | 10 | 8 | -2 | -3 | 14
Cc1cc(C(=O)CSc2nc3ccc(Cl)cc3[nH]2)c(C)n1CC1CCCO1 (centres undefined) | -3 | 0 | 2 | -10 | -14 | -2 | 0 | -39
CCOC(=O)/C(C#N)=N\Nc1cc(Cl)ccc1OC | 1 | 33 | 7 | 2 | 9 | 2 | 0 | 33
COc1ccc(N2CCN(C(=O)c3cc4c(s3)-c3ccccc3S(=O)(=O)C4)CC2)cc1 | 18 | -7 | 3 | -5 | 2 | 5 | 9 | 11
COc1cccc(C2(O)C(=O)Nc3ccccc32)c1 (centres undefined) | 3 | -13 | -23 | 13 | -9 | 4 | 12 | 10
CC1=NN(c2ccccc2)C(=O)/C1=C\c1ccc(Oc2ccc([N+](=O)[O-])cc2[N+](=O)[O-])cc1 | 0 | -16 | -7 | -7 | -17 | -64 | 7 | -3
COc1ccc(OC)c(NC(=O)NCCCCc2ccccc2)c1 | 10 | -8 | 10 | -20 | 11 | -7 | -4 | 19
COCCOC(=O)c1[nH]c2c(c1C)C(=O)CC(c1ccco1)C2 (centres undefined) | -13 | 7 | 60* | -15 | 2 | -21 | -4 | -8
O=C(CCN1C(=O)[C@@H]2Cc3ccccc3CN2C1=O)N[C@@H](Cc1ccccc1)C(=O)O | -2 | 17 | 10 | -5 | -2 | 3 | 7 | 2
CCN(CC)c1ccc(/C=N/NC(=O)Nc2nonc2N)cc1 | 8 | -3 | -6 | -26 | -2 | 8 | -24 | -2
CCOc1ccc(NC(=O)CCS(=O)(=O)c2ccc3c(c2)CCCN3C(C)=O)cc1 | -7 | 4 | 10 | 2 | -7 | -4 | -5 | -8
COc1cccc(Oc2ccc(C(F)(F)F)cc2NC(=O)C2=COCCO2)c1 | -5 | 17 | 0 | 9 | 13 | -1 | -2 | 10
Cc1c(OCC(=O)N2CCC[C@@H]2C(=O)O)ccc2c3c(c(=O)oc12)CCC3 | 10 | -70 | 3 | 8 | 3 | -10 | 1 | 6

15 entries from above in a different format:
SMILES	EBI2 block	APJ antagonist	Jurkat NFkB inh	697 NFkB inh	CXCR6 block	UBC13 polyUb	Gli-Sufu block	CCR6 antagonist
Cc1ccccc1CN1CCC(n2nccc2NC(=O)CCOc2ccccc2)CC1	6	6	4	-13	-1	-4	19	9
O=C(Cc1cccs1)Nc1nnc(-c2ccccc2)s1	-2	10	-31	-14	-7	8	-53	0
CCn1c(=O)cc(SCC(=O)N2CCOCC2)c2ccccc21	-4	-16	3	42*	8	31	24	-5
Cn1c(O)c(/C=C2\C=NN=C2c2ccccc2)sc1=S	-12	17	11	10	8	-2	-3	14
Cc1cc(C(=O)CSc2nc3ccc(Cl)cc3[nH]2)c(C)n1CC1CCCO1 (centres undefined)	-3	0	2	-10	-14	-2	0	-39
CCOC(=O)/C(C#N)=N\Nc1cc(Cl)ccc1OC	1	33	7	2	9	2	0	33
COc1ccc(N2CCN(C(=O)c3cc4c(s3)-c3ccccc3S(=O)(=O)C4)CC2)cc1	18	-7	3	-5	2	5	9	11
COc1cccc(C2(O)C(=O)Nc3ccccc32)c1 (centres undefined)	3	-13	-23	13	-9	4	12	10
CC1=NN(c2ccccc2)C(=O)/C1=C\c1ccc(Oc2ccc([N+](=O)[O-])cc2[N+](=O)[O-])cc1	0	-16	-7	-7	-17	-64	7	-3
COc1ccc(OC)c(NC(=O)NCCCCc2ccccc2)c1	10	-8	10	-20	11	-7	-4	19
COCCOC(=O)c1[nH]c2c(c1C)C(=O)CC(c1ccco1)C2 (centres undefined)	-13	7	60*	-15	2	-21	-4	-8
O=C(CCN1C(=O)[C@@H]2Cc3ccccc3CN2C1=O)N[C@@H](Cc1ccccc1)C(=O)O	-2	17	10	-5	-2	3	7	2
CCN(CC)c1ccc(/C=N/NC(=O)Nc2nonc2N)cc1	8	-3	-6	-26	-2	8	-24	-2
CCOc1ccc(NC(=O)CCS(=O)(=O)c2ccc3c(c2)CCCN3C(C)=O)cc1	-7	4	10	2	-7	-4	-5	-8
COc1cccc(Oc2ccc(C(F)(F)F)cc2NC(=O)C2=COCCO2)c1	-5	17	0	9	13	-1	-2	10

Two consecutive entries already listed:
SMILES | EBI2 block | APJ antagonist | Jurkat NFkB inh | 697 NFkB inh | CXCR6 block | UBC13 polyUb | Gli-Sufu block | CCR6 antagonist
COc1cccc(Oc2ccc(C(F)(F)F)cc2NC(=O)C2=COCCO2)c1 | -5 | 17 | 0 | 9 | 13 | -1 | -2 | 10
Cc1c(OCC(=O)N2CCC[C@@H]2C(=O)O)ccc2c3c(c(=O)oc12)CCC3 | 10 | -70 | 3 | 8 | 3 | -10 | 1 | 6
